Screening data from PubChem.
Rtt109 HAT inh = inhibitors of Candida albicans Rtt109/Vps75 histone acetyltransferase; purified Rtt109/Vps75, ThioGlo CoA-SH fluorescence, 4 h; inhibition, % at 34.9 µM; hit rate 0.16% among 330,000; AID 540336;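 active means inhibition of at least 50% in every replicate; inconclusive means best replicate reaches 50% inhibition but some replicates fall short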
Target sequence (Q5AAJ8 whole entry, looked up): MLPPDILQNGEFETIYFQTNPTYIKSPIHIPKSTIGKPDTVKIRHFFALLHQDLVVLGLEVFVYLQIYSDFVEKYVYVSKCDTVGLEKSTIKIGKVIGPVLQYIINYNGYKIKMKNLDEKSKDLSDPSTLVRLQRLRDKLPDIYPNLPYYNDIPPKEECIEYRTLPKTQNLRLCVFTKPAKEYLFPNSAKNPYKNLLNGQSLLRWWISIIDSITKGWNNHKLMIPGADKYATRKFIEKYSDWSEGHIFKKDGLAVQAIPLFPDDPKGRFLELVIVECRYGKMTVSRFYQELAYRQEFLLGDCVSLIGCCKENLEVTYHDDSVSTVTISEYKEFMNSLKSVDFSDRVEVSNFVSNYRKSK
Keap1-Nrf2 PPI = Keap1-Nrf2 (human) interaction inhibition; Q14145; hit rate 0.15% among 340,000; inhibition, % at 9.4 µM; Keap1 Kelch-Nrf2 peptide fluorescence polarization, 1536-well; AID 504523; in the data active means inhibition above about 12%; inconclusive means no clear call, values can overlap the other calls; inactive means below about 7.3%;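 further: human Keap1 Kelch domain with fluorescein labeled Nrf2 9mer peptide probe; 0% = neutral control wells and 100% = peptide positive control; higher means more block of Keap1 binding to Nrf2 peptide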
DAGLB inh = blocks human DAGLB lipase activity. Q8NCG7. HEK293T DAGLB membrane lysate, EnzChek fluorogenic substrate. inhibition, % at 5.17 µM. hit rate 0.059% among 340,000. AID 504411; in the data active means inhibition above about 34%;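 further: 0% = enzyme with vehicle and 100% = wells lacking enzyme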
Target sequence (Q8NCG7 whole entry, looked up): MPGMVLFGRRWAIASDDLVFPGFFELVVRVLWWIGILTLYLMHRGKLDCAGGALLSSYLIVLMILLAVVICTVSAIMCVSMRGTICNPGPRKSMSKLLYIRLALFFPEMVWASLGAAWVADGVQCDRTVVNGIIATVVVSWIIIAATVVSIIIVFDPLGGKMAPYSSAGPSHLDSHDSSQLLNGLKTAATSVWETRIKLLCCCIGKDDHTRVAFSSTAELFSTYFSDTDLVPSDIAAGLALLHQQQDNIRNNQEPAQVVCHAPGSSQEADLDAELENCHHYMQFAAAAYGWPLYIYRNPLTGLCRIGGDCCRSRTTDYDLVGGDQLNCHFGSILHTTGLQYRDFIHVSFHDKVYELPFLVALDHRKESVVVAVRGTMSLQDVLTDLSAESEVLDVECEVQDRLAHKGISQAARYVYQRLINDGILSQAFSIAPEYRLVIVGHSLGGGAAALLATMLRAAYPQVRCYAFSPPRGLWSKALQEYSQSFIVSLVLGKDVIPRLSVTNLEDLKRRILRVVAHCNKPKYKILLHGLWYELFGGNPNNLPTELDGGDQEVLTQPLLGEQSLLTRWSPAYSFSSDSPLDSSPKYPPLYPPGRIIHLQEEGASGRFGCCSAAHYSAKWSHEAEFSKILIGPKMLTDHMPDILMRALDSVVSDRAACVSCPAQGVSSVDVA
Cardiac RTF inh = cardiac RTF calcium desensitization; IANBD-labeled cardiac RTF, Ca2+ fluorescence; inhibition, % at 7.15 µM; hit rate 0.12% among 340,000; AID 493244;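 active means inhibition above the mean inhibition of all tested compounds plus 3 SD, cut at about 17% in these data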;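 further: assay run at fixed EC70 calcium of 1.6 mM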
cardiac RTF act = cardiac RTF calcium sensitization; P19429+P45379; IANBD-labeled TnC RTF fluorescence at EC20 calcium; 0% EC20 calcium, 100% full calcium; activation, % at 7.2 µM; hit rate 0.24% among 340,000; AID 493008;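 active means activation above the mean over all tested compounds plus 3 SD, cut at about 30% in these data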;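 further: rise in fluorescence read as greater calcium sensitivity of cardiac thin filaments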
CAL PDZ FP-1 = human CAL PDZ-peptide interaction inhibition; AID 504414; purified CAL PDZ, TMR-peptide fluorescence polarization, 1 h; hit rate 0.02% among 330,000; inhibition, % at 20 µM; Q9HD26;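 active means highest replicate inhibition of at least 40%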;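 further: plate controls were DMSO neutral control wells for no effect and unlabeled competitor peptide control wells for full effect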
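System: tagged CAL PDZ domain. Schedule: 1 h room-temperature incubation prior to read. Signal: fluorescence polarization (mP). Measure: percent inhibition from loss of millipolarization.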
CAL PDZ FP-2 = inhibitors of human CAL PDZ peptide binding; hit rate 0.92% among 300,000; inhibition, % at 24.9 µM; purified CAL PDZ, TMR-peptide fluorescence polarization, 1 h; AID 602252; Q9HD26;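 active means mean inhibition of at least 30% with at least half of replicates also reaching 30%; inconclusive means no clear call, values can overlap the other calls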;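 further: 0% = DMSO neutral control and 100% = excess unlabeled competitor peptide PRC23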
SR-BI uptake up = SR-BI HDL lipid transfer activation | activation, % at 12.5 µM | hit rate 0.096% among 320,000 | CHO ldlA[mSR-BI] cells, DiI-HDL uptake fluorescence, 3 h; 100 = double the neutral-control signal;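 active means mean replicate activation of at least 60% and every replicate at or above 60%; inconclusive means mean or all-replicate condition met, but not both; inactive means mean below 60% and not all replicates reaching 60%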;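 further: 0% = median plate neutral-control signal and 100% = twice that signal; values of inactives mirror those of a sister screen read the other way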
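Test system: SR-BI-overexpressing, LDLR-lacking CHO cells. Measured by: DiI fluorescence, bottom read. Medium: Ham's F12 with 0.5% BSA, HEPES 25 mM, pH 7.4. Timing: 3 h uptake period with compound, 37 °C.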
C-LANA FP = blocks KSHV LANA C-terminal domain binding to DNA; inhibition, % at 9 µM; AID 504423; hit rate 0.078% among 340,000; MBP-C-LANA/FAM-LBS DNA binding, fluorescence polarization;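 active means highest replicate inhibition at or above 60% at 9 µM, even if other replicates fall short; inactive means all replicates below 60% inhibition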;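 further: 0% = neutral control wells and 100% = 4 µM acridine orange control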
PKA-R2B activ = activators of human PKA-R2B complex; P22694+P31323; PKA-R2B holoenzyme dissociation, Cy5-IP20 fluorescence polarization; R2B truncated from residue 108, S112A mutant; 0% DMSO only, 100% 113 µM cGMP; activation, % at 11.4 µM; hit rate 0.079% among 340,000; AID 504700;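 active means activation above a cutoff set at the mean over all compounds plus 3 SD, cut at about 18% in these data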;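 further: higher means more holoenzyme dissociation and a rise in polarization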
Starred values were filed as active, the others as inactive; ? = inconclusive; . = not tested or not shown.

SMILES	Rtt109 HAT inh	Keap1-Nrf2 PPI	DAGLB inh	Cardiac RTF inh	cardiac RTF act	CAL PDZ FP-1	CAL PDZ FP-2	SR-BI uptake up	C-LANA FP	PKA-R2B activ
CC(C)=CCN1CCN(Cc2cccn2-c2nccs2)CC1CCO (stereo not drawn)	-4	1	-3	-7	-2	0.9	4	.	1.4	-1
OCC1OC(n2cnc3c(N4CCCCC4)ncnc32)C(O)C1O (stereo not drawn)	-2	-1	-4	-6	-4	-0.5	-6	7	2.7	1
COc1ccc(C(CNC(=O)C(C)Oc2ccc(Br)cc2)N2CCOCC2)cc1 (stereo not drawn)	-5	1	1	-5	-6	-0.5	.	8	-1.0	2
O=C(N/N=C/c1cccnc1)C1CC1(c1ccccc1)c1ccccc1 (stereo not drawn)	1	6	-4	-4	-3	.	-2	21	0.8	0
COc1ccc2nc(N)sc2c1	4	-6	-7	-4	-2	-1.9	-5	4	0.6	-8
Cc1ccc(S(=O)(=O)N2CCCC(C(=O)O)C2)s1 (stereo not drawn)	5	4	0	-4	0	-0.4	2	-2	-0.9	-10
Cn1cnnc1SCC(=O)Nc1ccc(OCc2ccccc2)cc1	0	-6	0	4	-4	-1.0	41*	-13	-0.4	-1
C=CCn1c(COc2ccc(F)cc2)nnc1SCC(=O)NC1CCCC1	-6	5	-2	-6	1	-1.9	-2	7	0.1	2
CNC(=O)N1c2ccccc2CCc2ccccc21	1	-1	0	-12	-7	.	-4	3	1.5	7
COc1ccc(NS(=O)(=O)c2cc3c4c(c2)CCN4C(=O)CC3)cc1OC	6	-5	1	-4	2	-0.3	.	0	0.4	2
Cc1ccc(S(=O)(=O)N2CCOCC2)cc1C(=O)OCc1nnc(-c2ccccc2)o1	5	-2	-5	-21	2	-1.2	-2	-72	-1.6	-1
CCc1ccccc1OCC(=O)Nc1nc(-c2cccnc2)cs1	2	-2	-14	4	-1	-2.0	-7	2	0.6	0
CSc1ccc(/C=C/C(=O)c2ccc(O)cc2)cc1	-1	5	-12	10	-4	-1.4	0	4	0.5	-13
c1cn(CCCNc2ncnc3sc4c(c23)CCC4)cn1	0	4	-5	1	2	-0.2	-3	3	1.3	-12
Cc1ccc2nc(COC(=O)c3cnccn3)cc(=O)n2c1	6	4	-3	0	-2	-0.1	0	-5	0.0	-6
CCc1nnc(NC(=O)Nc2ccccc2OC)s1	6	-1	2	-10	6	-2.0	-7	-52	-0.8	2
CCOCCCn1c(=S)[nH]c2cc(C(=O)NCc3ccc(F)cc3)ccc2c1=O	23	0	0	-6	-3	-2.5	-3	-3	20	-8
CC(=O)N1c2ccc(S(=O)(=O)NCCC(=O)NCc3ccc(Cl)cc3)cc2CC1C (stereo not drawn)	3	-1	4	0	-1	-0.9	4	-12	0.3	-1
COC(=O)c1ccc(Cn2nc(C)c([N+](=O)[O-])c2C)o1	19	-2	-1	-3	1	0.4	.	19	3.2	-8
Cc1ccc(NC(=O)CN(C)C(=O)COC(=O)c2nc3nccc(C)n3n2)cc1	0	0	-1	-6	5	-0.4	-2	8	0.4	8
Cc1cccc(C)c1NC(=O)CN1C(=O)CCSc2ccc(S(=O)(=O)N3CCCC3)cc21	-7	-3	-2	1	1	-2.0	-3	5	-0.7	4
CCn1nc(C(=O)OCC(=O)Nc2ncc(Cl)c(C)c2Cl)c2ccccc2c1=O	-9	-5	0	-6	7	-0.1	-3	-6	1.0	-5
O=C(COC(=O)Cn1cc(C(F)(F)F)ccc1=O)NCc1ccccc1	-1	0	-1	-1	-4	-1.7	1	28	-0.4	0
O=C(c1ccc2c(c1)OCO2)N1CCN(c2ccc(F)cc2)CC1	-13	-1	-6	13	-5	-0.2	4	-2	0.1	-7
O=C1Nc2ccccc2C1C(C[N+](=O)[O-])c1ccccc1 (stereo not drawn)	-1	-4	0	-6	2	-1.2	-6	1	-2.9	0
COCCn1nnnc1C(c1cccs1)N1CCCC(C)C1 (stereo not drawn)	0	2	-2	-1	2	0.1	.	-3	-0.4	5
Cc1ccc(CNC(=O)C2CSC3(C)CCC(=O)N23)cc1 (stereo not drawn)	6	-6	0	-2	1	-1.4	.	18	-1.8	-9
Cc1ccc(C(=O)N/N=C\C2CC=CCC2)cc1[N+](=O)[O-] (stereo not drawn)	-1	-1	-2	3	-1	-2.5	-1	1	-0.2	-3
CN(Cc1cccs1)C(=O)c1ccc(S(=O)(=O)NCc2ccco2)cc1	-3	-3	0	-1	-4	-1.2	-3	.	-0.3	-3
Cc1cc(OCc2cc(C(=O)N(Cc3nccn3C)C(C)C)no2)cc(C)c1Cl	13	5	4	-3	-4	-0.8	4	-3	2.2	-5
Cc1ccccc1NC(=O)COC(=O)CCC(=O)c1cccs1	-2	0	2	-6	6	-1.4	-3	7	1.2	6
O=C(Oc1ccc(C(=S)N2CCC(O)CC2)cc1)c1ccc(Cl)cc1	-1	1	1	4	-3	-2.9	-2	-3	-0.3	-4
Cc1cc(C(=O)N/N=C/c2cccnc2)c(C)o1	-11	-8	-1	0	-6	-4.0	-3	3	1.2	-3
Cc1cccc(NC(=S)Nc2ccc(N3CCOCC3)cc2)c1C	20	0	7	4	26	-1.2	4	5	-1.2	-18
CCOc1cc(NC(=O)Nc2ccc(F)cc2)c(OCC)cc1NC(=O)CC	7	-2	-1	-3	4	-1.6	-28	-48	-1.8	-5
CNC(=O)c1ccsc1NC(=O)CCS(=O)(=O)c1ccc(C)cc1	0	-2	2	-10	-1	-0.2	-3	5	1.1	8

Exported as labelled records: entries from further up
> Cc1ccccc1NC(=O)COC(=O)CCC(=O)c1cccs1
  Rtt109 HAT inh: -2; Keap1-Nrf2 PPI: 0; DAGLB inh: 2; Cardiac RTF inh: -6; cardiac RTF act: 6; CAL PDZ FP-1: -1.4; CAL PDZ FP-2: -3; SR-BI uptake up: 7; C-LANA FP: 1.2; PKA-R2B activ: 6

> O=C(Oc1ccc(C(=S)N2CCC(O)CC2)cc1)c1ccc(Cl)cc1
  Rtt109 HAT inh: -1; Keap1-Nrf2 PPI: 1; DAGLB inh: 1; Cardiac RTF inh: 4; cardiac RTF act: -3; CAL PDZ FP-1: -2.9; CAL PDZ FP-2: -2; SR-BI uptake up: -3; C-LANA FP: -0.3; PKA-R2B activ: -4

> Cc1cc(C(=O)N/N=C/c2cccnc2)c(C)o1
  Rtt109 HAT inh: -11; Keap1-Nrf2 PPI: -8; DAGLB inh: -1; Cardiac RTF inh: 0; cardiac RTF act: -6; CAL PDZ FP-1: -4.0; CAL PDZ FP-2: -3; SR-BI uptake up: 3; C-LANA FP: 1.2; PKA-R2B activ: -3

> Cc1cccc(NC(=S)Nc2ccc(N3CCOCC3)cc2)c1C
  Rtt109 HAT inh: 20; Keap1-Nrf2 PPI: 0; DAGLB inh: 7; Cardiac RTF inh: 4; cardiac RTF act: 26; CAL PDZ FP-1: -1.2; CAL PDZ FP-2: 4; SR-BI uptake up: 5; C-LANA FP: -1.2; PKA-R2B activ: -18

Other records:
SMILES	Rtt109 HAT inh	Keap1-Nrf2 PPI	DAGLB inh	Cardiac RTF inh	cardiac RTF act	CAL PDZ FP-1	CAL PDZ FP-2	SR-BI uptake up	C-LANA FP	PKA-R2B activ
CCOC(=O)c1c(-c2ccc(-c3ccccc3)cc2)csc1NC(=O)CNCCN(C)C	2	4	-3	3	-9	-3.0	2	5	-2.7	2
O=C(CCNC(=O)c1ccccc1Cl)Nc1nnc(C2CC2)s1	2	-4	2	-5	-5	-0.6	-1	20	-3.3	2
CN(Cc1ccccc1)S(=O)(=O)c1ccc(Cl)c(C(=O)OCC(N)=O)c1	8	0	0	-4	4	-0.4	0	1	1.0	-9
CC(=O)Nc1cccc(-c2nnc(SCc3ccccc3C#N)n2C)c1	-3	-4	0	-16	0	-0.2	2	-10	-0.5	-17
Cc1cc([N+](=O)[O-])cc(C)c1OCC(=O)N/N=C/c1ccc(OC(=O)c2ccccc2)cc1	-2	-3	-1	8	2	-0.5	1	-60	0.8	-4
CCc1cccc(C)c1NC(=O)CN(C)Cc1cccc(F)c1	-4	-3	-3	-9	7	-4.1	-16	-1	0.6	-11
O=C(CNS(=O)(=O)c1ccc(Br)s1)N1CCCC1	9	-2	-1	-3	2	1.4	1	7	1.8	-5
COC(=O)C(C(=O)OC)C(C(=O)OC)C(C(=O)OC)C(=O)OC	-5	-1	0	-8	-2	-0.9	-7	28	-0.4	-11
O=C(Cn1cc2c(n1)CCCC2)Nc1ccccc1Br	7	-1	-4	-2	-2	-0.9	-1	-7	-1.8	0
CN(CC(=O)Nc1ccc(N2CCOCC2)cc1)Cc1c(O)ccc2ccccc12	?	-6	0	-14	0	-1.1	2	-5	-0.3	4
C=CCn1c(C(CCCC)CC(O)COCCC)n[nH]c1=S (stereo not drawn)	1	-5	-4	-2	3	-1.0	5	10	-0.7	-6
O=C(NCCc1nccs1)C1CCC(=O)N(CCc2ccc(Cl)cc2)C1 (stereo not drawn)	-20	-1	0	-14	2	-2.9	-2	12	0.5	-4
N#CCCN(Cc1ccccc1)C(=S)Nc1ccc(F)cc1	-1	5	.	.	.	0.4	-3	6	0.2	.
CCCn1c(SCC(=O)N2c3ccccc3CC2C)n[nH]c1=O (stereo not drawn)	-5	3	1	-9	-4	-1.9	-4	-33	0.5	-15
O=C(COC(=O)c1cc[n+]([O-])cc1)Nc1ccc([N+](=O)[O-])cc1Cl	2	-1	1	4	2	-0.1	.	11	0.4	-7
CCSc1nc(C)cc(Oc2ccc(=O)n(C)n2)n1	1	4	3	1	2	-0.9	13	-1	0.9	-3
Cc1occc1-c1nnc(SCC(=O)N2CCCC(C)C2)o1 (stereo not drawn)	-4	-1	1	-7	3	0.4	.	10	0.3	-4
CCCc1nnc(NC(=O)c2cc3ccccc3oc2=O)s1	1	-6	1	-5	4	.	-10	5	-1.6	5
Cc1onc(-c2ccccc2Cl)c1C(=O)N1C=CC(C(F)(F)Cl)=NCC1	6	-2	-1	-7	-3	-0.9	-7	27	0.5	9
COc1cc2c(cc1OC)C(Nc1ccc(S(N)(=O)=O)cc1)=NC(C)(C)C2	0	-1	-2	-11	6	1.3	-2	34	0.1	9
